From PubChem BioAssay
GLP1R cytotox – cytotoxic in the GLP-1 receptor inverse agonist counter-screen; 410,000 tested, 0.13% active; HEK293 cAMP-luciferase reporter cells, luminescence, 24 h; Potency, µM (highest dose often 38.3 µM), without a hit: at the highest dose activity change, negative = inhibition, most hits filed as inhibitors; AID 624418;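 further: loss of luciferase light is scored as toxicity; on the % scale 0 is the no-effect control and ±100 the full control effect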
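Cells in DMEM/10% Nu serum/1% pen-strep, 1536-well format. Pre-incubated 12 h, dosed with 23 nL compound, incubated a further 24 h. Luciferase detection, 12 min at room temp, luminescence.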
HT1080-NT tox – kills 2HG-producing HT-1080-NT fibrosarcoma cells; HT-1080-NT fibrosarcoma viability, CellTiter-Glo ATP luminescence, 48 h; Potency, µM (doses to about 46.1 µM), for inactives: at the highest dose activity, negative = less viability, hits mostly cytotoxic; 360,000 tested, 1.6% active; AID 686970;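 further: NT is the 2HG producing partner of a matched IDH1 knockdown line; 0% = DMSO-treated cells and -100% = media-only wells without cells; nearly all actives have a fitted effect of over 55% in size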
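750 cells/well, RPMI + 5% FBS; 2 h settle, compound pin-transfer, 48 h at 37 degrees C. CellTiter-Glo 10 min RT, luminescence. Normalized to DMSO and media-only wells.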
KB-V1 cytotox – kills drug-selected multidrug resistant KB-V1 cells. KB-V1 MDR cells viability, CellTiter-Glo, 72 h. Potency, µM (series often up to 46.1 µM), inactives show at the top dose activity change, negative = cytotoxicity, most hits filed as cytotoxic. 400,000 tested, 3.4% active; further: on the % scale 0 is the no-effect control and ±100 the full control effect; nearly all actives have a fitted effect of over 60% in size
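Potencies derive from concentration-effect curves fitted to normalized luminescence (CellTiter-Glo) of KB-V1 cells treated for 72 h at 37 degrees C in phenol-red-free DMEM containing 10% FBS.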
SW480 rerep – DNA re-replication induction in SW480 cells. SW480 DNA re-replication, Hoechst DNA content imaging, 48 h. Potency, µM (doses to about 46.1 µM), inactives show at the top dose re-replication activation, hits mostly activators. 340,000 tested, 1.8% active; further: % of control where 0% means no effect; nearly all actives have a fitted effect of over 55% in size
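Treated cells incubate 48 hr (37 C, 5% CO2), are stained 40 min with Hoechst, and nuclear fluorescence is enumerated; a rise in nuclei with high DNA signal marks re-replication.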
TDP-43 yeast inh – TDP-43 toxicity inhibition in yeast; 410,000 tested, 1.8% active; Potency, µM (highest dose often 46.1 µM), without a hit: at the highest dose growth rescue (activation), usual class: activators; TDP-43 expressing yeast growth rescue, BacTiter-Glo, 24 h; further: % of control where 0% means no effect; nearly all actives have a fitted effect of over 50% in size
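Luminescence from BacTiter-Glo reports growth of TDP-43-expressing yeast after 24 hr at 30 deg C with compound. Cells were raffinose-pregrown to mid-log, then seeded in galactose medium at OD600=0.02.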
KB-3-1 tox – kills parental KB-3-1 adenocarcinoma cells. 400,000 tested, 1.4% active. KB-3-1 viability, CellTiter-Glo ATP luminescence, 72 h. AID 1347075. Potency, µM (series often up to 46.1 µM), inactives show at the highest dose activity change, negative = cytotoxic, actives largely listed as cytotoxic; further: on the % scale 0 is the no-effect control and ±100 the full control effect; nearly all actives have a fitted effect of over 60% in size
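KB-3-1 parental drug-naive adenocarcinoma cells in DMEM/10% FBS, incubated 72 h at 37 C with pin-transferred compounds across a concentration series. Viability by CellTiter-Glo luminescence; concentration-response curves fitted after normalization.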
GLP1R ag – activates the human GLP-1 receptor | Potency, µM (series often up to 45.6 µM), for the others: top-dose activation, most hits filed as activators | HEK293 GLP-1R CRE-luciferase, luminescence, 4-6 h; cells express a hypersensitive GLP-1R form | 380,000 tested, 0.007% active; further: % of control where 0% means no effect
Target sequence (P43220 whole entry, looked up): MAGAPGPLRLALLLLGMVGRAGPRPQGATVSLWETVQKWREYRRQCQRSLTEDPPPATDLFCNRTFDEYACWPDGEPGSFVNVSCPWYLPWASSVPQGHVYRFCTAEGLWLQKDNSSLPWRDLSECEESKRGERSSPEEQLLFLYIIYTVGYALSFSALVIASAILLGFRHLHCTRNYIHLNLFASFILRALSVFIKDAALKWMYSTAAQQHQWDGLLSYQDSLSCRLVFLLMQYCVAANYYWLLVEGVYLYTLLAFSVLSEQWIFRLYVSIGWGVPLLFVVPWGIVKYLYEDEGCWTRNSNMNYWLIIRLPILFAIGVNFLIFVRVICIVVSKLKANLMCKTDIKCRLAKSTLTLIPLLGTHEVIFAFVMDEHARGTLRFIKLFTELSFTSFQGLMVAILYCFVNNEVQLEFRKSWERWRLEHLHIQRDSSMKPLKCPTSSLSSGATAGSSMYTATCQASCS
GLP-1R inv ag – inverse agonists of human GLP-1 receptor; 410,000 tested, 1.6% active; P43220; HEK293 GLP-1R CRE-luciferase, luminescence, 24 h; GLP-1R form is constitutively active; Potency, µM (highest dose often 38.3 µM), for inactives: at the top dose activity change, negative = inhibition, most hits filed as inhibitors; further: on the % scale 0 is the no-effect control and ±100 the full control effect; nearly all actives have a fitted effect of over 55% in size
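Luminescence readout: a drop in cAMP-driven luciferase signal flags inverse agonism at a constitutively active GLP-1R stably expressed in HEK293. Compound exposure lasted 24 hr at 37 deg C, 5% CO2.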
HT1080 IDH1KD tx – kills HT-1080 cells with IDH1 knockdown. HT-1080 IDH1 knockdown viability, ATP luminescence, 48 h. Potency, µM (doses to about 46.1 µM), for the others: at the highest dose activity, negative = toxicity, hits mostly cytotoxic. 360,000 tested, 2% active. AID 686971;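 further: 0% = DMSO wells and -100% = cell-free medium wells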
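IDH1KD HT-1080 cells, 750/well, RPMI + 5% FBS; compound pinned after 2 h settling; 48 h, 37 °C; CellTiter-Glo luminescence; % activity normalised to DMSO and no-cell wells; curves fitted, classed by r2 and efficacy.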
Active calls of the source: *; ? = inconclusive; . = no result given; [ ] = remark or other dose. The call rests on the fitted dose curve; in most records, active means well fitted curve in the direction sought with a large enough effect; inconclusive means small, poorly fitted or top-dose-only effect, or another doubt; inactive means no such curve, though single readings can be large; an effect the other way counts as inactive or inconclusive. Potency means the concentration at half of the fitted maximal effect.

nr | SMILES | GLP1R cytotox | HT1080-NT tox | KB-V1 cytotox | SW480 rerep | TDP-43 yeast inh | KB-3-1 tox | GLP1R ag | GLP-1R inv ag | HT1080 IDH1KD tx
1 | O=C(CN(C(=O)Cn1nnc(-c2ccccc2F)n1)c1cccc2c1CCCC2)NCc1ccccc1 | -5% | -3% | 10µM* | 15% | -4% | -10% | 1% | ? | 8%
2 | COc1ccc(S(=O)(=O)NCc2ccc3c(c2)OCO3)cc1OC | -9% | 10% | 10% | 19% | 19% | -4% | 8% | 11% | 3%
3 | COc1ccc(C(NC(=O)/C=C/c2ccco2)c2ccc(OC)c(OC)c2)cc1 (stereo not given) | -17% | 4% | -7% | -1% | 13% | -5% | 2% | 32%[activator] | -1%
4 | COCCCN1C(=O)C(CC(=O)NCc2cccc3ccccc23)CC(C(=O)N(C)C)=C1C (stereo not given) | 10% | 14% | -6% | . | 5% | -1% | -12% | 6% | -2%
5 | COc1ccccc1CN1CC(C(=O)NCCN2CCNC2=O)CCC1=O (stereo not given) | 5% | -3% | -34% | -17% | 0% | 0% | -7% | 4% | -1%
6 | COc1cc(C(=O)NC2CCCc3ccccc32)cc(OC)c1C (stereo not given) | 1% | -30% | -12% | 0% | -5% | -1% | 11% | 10% | -21%
7 | COc1ccc(CCNS(=O)(=O)c2cc3c(cc2C)NC(=O)CO3)cc1OC | 4% | 10% | 0% | -8% | 0% | -4% | 5% | 13% | 7%
8 | COC(=O)CCC(=O)OC1(C)C(=O)C=C2C=C(c3ccsc3)OC=C2C1=O (stereo not given) | 1% | -1% | -3% | 25%[9.22 µM] | 28% | -4% | 0% | -11% | 4%
9 | Cc1c(C(=O)NCCCn2ccnc2)oc2ccccc12 | -2% | -13% | -4% | 6% | -8% | 0% | 8% | 13% | -8%
10 | Cc1ccc(N2C(=O)c3ccc(C(=O)NCCN4CCOCC4)cc3C2=O)cc1 | -16% | 6% | 19% | 0% | -5% | 4% | -1% | 1% | 7%
11 | CCN(CC)c1ccc2c(c1)C(=O)N(C)C2=O | 154%[activator] | 3% | -15% | 0%[9.22 µM] | 9% | 13% | 14% | 24% | 0%
12 | COC(=O)c1ccc(C(=O)NC(=S)Nc2ccc3nc(SC)sc3c2)cc1 | -14% | 24% | 13% | -44%[inhibitor] | 3% | 3% | -7% | 3% | 2%
13 | CCCCN(C(=O)c1cccc(S(=O)(=O)N(C)c2ccc(C)cc2)c1)c1c(N)n(CCCC)c(=O)[nH]c1=O | -2% | 10% | 6% | ? | -15% | 9% | 1% | 2% | 0%
14 | O=S(=O)(Nc1ccc2ccccc2c1)N1CCCCC1 | -12% | 0% | ? | ? | ? | ? | 5% | ? | ?
15 | CC(=O)NC(=S)NNC(=O)COc1ccc(Br)cc1 | -4% | ? | ? | 0% | -27% | ? | -4% | 5% | -7%
16 | CCOC(=O)C1CCN(S(=O)(=O)c2c(C)n(C)c(=O)n(C)c2=O)CC1 | 0% | 14% | 2% | -13% | 20% | 10% | -3% | 21% | 9%
17 | Nc1ccc(-n2nncc2-c2ccc(Cl)cc2)cc1 | ? | -3% | 0% | -1% | 7% | 3% | -2% | -8% | -3%
18 | CSc1ccc(N/N=C(/C#N)S(=O)(=O)C(C)(C)C)cc1 | -13% | -12% | ? | -2% | -5% | -4% | 1% | -1% | -11%
19 | Cc1cc(N2C(=O)C3C4CC(c5ccccc5)C(C4)C3C2=O)no1 (stereo not given) | 6% | 5% | -15% | -7% | -18% | 0% | 3% | 9% | 26%
20 | COCc1ccc(CN2CCc3c([nH]c4ccccc34)C2C(C)(C)C)o1 (stereo not given) | 0% | ? | 0% | ? | -15% | ? | 8% | ? | -10%
21 | COc1ccccc1CNC(=O)[C@H](C)NC(=O)[C@@H]1Cc2ccccc2CN1 | 2% | -3% | 8% | ? | 2% | 1% | -1% | 15% | 6%
22 | CCOC(=O)C1=C(c2ccccc2)NC(=O)NC1c1ccsc1 (stereo not given) | -18% | 0% | -1% | -2% | -7% | 14% | 9% | -13% | 2%
23 | O=C1NC(=O)N(C2CCCCC2)CC1Br (stereo not given) | -15% | 9% | 12% | ? | -2% | 24% | 6% | -23% | 4%
24 | COc1ccc(CC(=O)OCC(=O)NCc2ccco2)cc1OC | -2% | 7% | 0% | 0% | 8% | 0% | 1% | 1% | 7%
25 | CC(C)Nc1nnc(SCC(=O)/C=C2\N(C)c3ccccc3C2(C)C)s1 | -10% | -13% | 1% | 1% | 22% | -6% | 5% | -12% | -1%
26 | CCCn1c2ccccc2c2cnn(CC(=O)NCCc3ccc(C)cc3)c(=O)c21 | 3% | . | 0% | . | -13% | -21% | . | 3% | .
27 | COc1cc2c(C(=O)Nc3ccc(C)cc3Br)cn(C)c(=O)c2cc1OC | 4% | . | 21% | . | 19% | 14% | . | 6% | .
28 | CCCn1nc(C(=O)NNC(=O)C2CSC3(C)CCC(=O)N23)c2ccccc2c1=O (stereo not given) | -3% | 12% | -8% | -307%[inhibitor] | -12% | 6% | 4% | 1% | 1%
29 | Cc1cccc(CSc2nnc(-c3ccco3)n2C)c1 | 1% | 14% | -9% | -5% | 24% | 8% | 0% | -10% | 7%
30 | CCOc1cc(CNCCO)cc(Br)c1OCc1ccccc1 | -28% | 21µM* | ? | ? | -20% | ? | 7% | 6.3µM* | ?
31 | COc1ccc(N2CCN(C(=O)CCN3C(=S)NC(C)(C)CC3C)CC2)cc1 (stereo not given) | -3% | -5% | ? | 10% | 0% | -1% | 1% | 6% | -4%
32 | CCCn1c(=O)c(C(=O)NCc2ccco2)c(O)c2ccccc21 | 5% | 1% | -19% | -3% | -37%[inhibitor] | 0% | -1% | 4% | -4%
33 | O=C(CCS(=O)(=O)c1cc2c3c(c1)CCN3C(=O)CC2)Nc1cccc(Br)c1 | 0% | . | 16% | . | 29% | 6% | . | -6% | .
34 | CCCCNc1c(C(=O)OCC)c(=O)[nH]c2ccccc12 | 9% | -7% | -2% | -9% | 3% | -15% | -2% | 1% | 1%
35 | CC(C)C(NC(=O)c1ccc(F)cc1)C(=O)Nc1cccnc1 (stereo not given) | 0% | 4% | -15% | 1% | 6% | 0% | 6% | -24% | 26%
36 | COc1ccc(N2CCN(c3oc(Cc4cccc5ccccc45)nc3C#N)CC2)cc1 | 6% | 5%[9.24 µM] | -20% | 3% | -10% | -25% | -10% | 0% | 0%
37 | CN(Cc1ccccc1)C(=O)CCC(=O)N(C)Cc1ccccc1 | 0% | 15% | -24% | -3% | 16% | 7% | 1% | -24% | 13%
38 | O=C(CS(=O)(=O)c1ccccc1)N1CCCCC1 | 0% | 19% | -10% | -4% | -10% | 3% | 9% | 16% | 9%
39 | Cn1ccnc1COc1ccc(C=O)cc1 | 5% | 9% | ? | -3% | -20% | 18% | -13% | -3% | 2%
40 | O=C(O)CSc1nc2sc3c(c2c(=O)n1Cc1ccccc1)CCCCC3 | -5% | 11% | 0% | -6% | -45%[inhibitor] | 0% | 0% | ? | 13%
41 | CCc1ccc(Nc2n[n+](-c3ccccc3)c(-c3cccc(Cl)c3Cl)s2)cc1 | -24% | ? | ? | ? | 35µM* | ? | 11% | ? | ?
42 | Cn1c(=O)n(C)c2cc(N3CCOCC3)c(NS(=O)(=O)c3ccc(F)cc3)cc21 | -2% | . | -6% | . | 9% | 2% | . | 59%[activator] | .
43 | CSc1ccc(COC(=O)c2cc([N+](=O)[O-])ccc2N2CCOCC2)cc1 | ? | ? | 0.41µM* | 0.058µM* | 18% | 0.15µM* | ? | -33% | 0.18µM*
44 | CCC1Cc2[nH]c(=S)[nH]c(=O)c2C(c2ccc(Cl)cc2)O1 (stereo not given) | -17% | 11% | -5% | . | 9% | -6% | -1% | 2% | 11%
45 | CCCc1nc2ccc(C(=O)OC)cn2c1Cc1ccccc1 | 1% | -14% | -20% | . | -15% | -26% | -2% | ? | -23%
